Compound activity (PubChem)
CYP2C9 act – increases human cytochrome P450 2C9 activity; recombinant CYP2C9, luciferin-H conversion, luminescence; hits give high values; factor 1 = untreated enzyme, 0 = blocked; AID 1024; 1.4% of 96,000 active; P11712; activation factor at 5 µM;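 active = activation factor of 2 or more for CYP2C9 at a 5 µM dose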;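 note: 0 = sulfaphenazole-blocked wells and 1 = vehicle-only wells; values of inactives mirror those of a sister screen read the other way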
Target sequence (P11712 whole entry, looked up): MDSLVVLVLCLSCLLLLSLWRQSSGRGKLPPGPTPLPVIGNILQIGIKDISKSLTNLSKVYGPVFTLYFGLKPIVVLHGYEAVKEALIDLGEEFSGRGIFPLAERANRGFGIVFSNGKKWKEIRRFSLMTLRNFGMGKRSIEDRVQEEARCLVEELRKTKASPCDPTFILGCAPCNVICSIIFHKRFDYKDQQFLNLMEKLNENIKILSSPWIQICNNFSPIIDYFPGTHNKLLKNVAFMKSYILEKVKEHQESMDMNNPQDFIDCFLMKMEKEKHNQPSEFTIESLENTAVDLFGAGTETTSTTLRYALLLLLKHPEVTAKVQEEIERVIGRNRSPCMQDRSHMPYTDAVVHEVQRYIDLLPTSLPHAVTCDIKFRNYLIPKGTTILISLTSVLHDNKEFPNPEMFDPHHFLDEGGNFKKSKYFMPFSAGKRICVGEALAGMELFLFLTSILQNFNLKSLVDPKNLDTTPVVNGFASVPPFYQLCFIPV
PostGolgi yeast – growth inhibition of a yeast mutant, post-Golgi transport screen. inhibition, % at 10 µM. AID 739. post-Golgi transport phenotypic cell assay. 0.9% of 98,000 active; in the data active = inhibition above about 30%;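 note: yeast cells grown in 1536-well plates; yeast grown about 18 h at 30C before absorbance read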
CYP2C19 act – activators of human cytochrome P450 2C19; recombinant CYP2C19, luciferin-H EGE luminescence; hits give high values; 0 = fully inhibited enzyme, 1 = untreated enzyme; activation factor at 5 µM; 96,000 tested, under 10 active; AID 1025;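 active = activation factor of at least 2 at 5 µM in the primary screen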;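 note: 0 = wells with 2.5 mM tranylcypromine and 1 = vehicle-only wells; values of inactives mirror those of a sister screen read the other way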
CYP2C9 inh – blocks human cytochrome P450 2C9; P11712; 20% of 96,000 active; CYP2C9 Supersomes, luciferin-H conversion, luminescence; AID 777; inhibition, % at 5 µM;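 active = blocking of liver enzyme CYP2C9 beyond about 50% at 5 µM, limit read from the data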; note: values of inactives mirror those of a sister screen read the other way
EphB4 ephrin blk – EphB4-ephrin-B2 interaction antagonism. inhibition, % at 7 µM. AID 720. P54760. 0.15% of 97,000 active. EphB4 LBD / TNYL-RAW-Alexa532 peptide, fluorescence polarization;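 active = inhibition above the screen-wide mean inhibition plus 3 SD, cut at about 15% in these data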;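 note: 0% = DMSO wells and 100% = excess unlabeled TNYL-RAW peptide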
E coli WT exp – blocks growth of wild type E. coli BW25113; OD600 absorbance; growth inhibition, % at 100 µM; 0.15% of 98,000 active;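 active = growth inhibition above about 50% at one test dose, limit read from the data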;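 note: growth measured after 20 h incubation at 37 °C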
CYP2C19 inh – inhibitors of human CYP2C19; AID 778; 21% of 96,000 active; CYP2C19 Supersomes, luciferin-H EGE luminescence, 30 min; inhibition, % at 5 µM; P33261;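 active = CYP2C19 inhibition above a set limit at 5 µM in the primary screen, cut at about 50% in these data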;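 note: plate controls were negative control wells for no effect and 2.5 mM tranylcypromine positive control for full effect; values of inactives mirror those of a sister screen read the other way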
PTK2B oligo ant – Pyk2 (human) oligomerization antagonism | AID 1347419 | 0.83% of 99,000 active | Q293 cells, Pyk2 FERM NanoBiT luminescence; hits give low values | z-score (the deposit names both 25 µM and 10 µM) | Q14289;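 active = Z-score of -3 or lower, scaled per plate to the spread of control and sample wells; inactive = z-score above -3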;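 note: negative z-score means lost luminescence so less FERM oligomerization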
PLAP activator – human PLAP activation. 1.2% of 96,000 active. purified PLAP enzyme, luminescent substrate read-out; hits give high values. activation fold at 20 µM. AID 696; in the data active = activation fold above about 2
Target sequence (P05187 whole entry, looked up): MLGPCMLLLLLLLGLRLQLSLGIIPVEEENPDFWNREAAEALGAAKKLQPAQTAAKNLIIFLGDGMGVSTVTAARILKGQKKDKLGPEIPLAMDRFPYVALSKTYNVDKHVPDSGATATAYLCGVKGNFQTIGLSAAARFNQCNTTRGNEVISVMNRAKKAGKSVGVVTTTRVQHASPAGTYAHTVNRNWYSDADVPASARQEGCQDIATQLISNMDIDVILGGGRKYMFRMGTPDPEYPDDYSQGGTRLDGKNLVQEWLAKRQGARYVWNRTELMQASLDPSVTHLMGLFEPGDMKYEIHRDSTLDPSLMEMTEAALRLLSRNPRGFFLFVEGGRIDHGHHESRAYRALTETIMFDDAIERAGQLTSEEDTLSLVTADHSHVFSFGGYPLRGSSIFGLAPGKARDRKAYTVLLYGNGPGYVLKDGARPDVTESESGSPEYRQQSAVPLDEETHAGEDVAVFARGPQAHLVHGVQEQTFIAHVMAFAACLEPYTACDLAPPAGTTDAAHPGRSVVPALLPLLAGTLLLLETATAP
* marks the source's active call; other numbers are inactive results; . = no result given.

nr	compound	CYP2C9 act	PostGolgi yeast	CYP2C19 act	CYP2C9 inh	EphB4 ephrin blk	E coli WT exp	CYP2C19 inh	PTK2B oligo ant	PLAP activator
1	O=C(OCc1cc2ccccc2[nH]c1=O)c1ccccn1	1	-4	0.9	-3	-3	6	12	-0.21	1
2	Clc1ccccc1OCc1nn2c(-c3ccncc3)nnc2s1	0.2	7	0	80*	-2	-13	100*	-0.92	0.7
3	N#Cc1c(-c2cccs2)nc(SCC(=O)c2cccs2)[nH]c1=O	0	15	0.7	98*	4	2	34	-0.73	1.3
4	COC(=O)COC(=O)CC(CC(N)=O)c1ccccc1 (stereo not drawn)	1	-10	0.8	5	-2	-3	18	0.05	1
5	Cc1ccc(-c2nc3cc(N)ccc3o2)c(C)c1	0.6	-5	0.8	36	-4	3	23	-0.62	1.2
6	CCN(CC(=O)Nc1ccc2c(c1)OCO2)Cc1nc2ccccc2c(=O)[nH]1	0.2	-8	0.2	81*	.	3	77*	0.69	.
7	O=c1nc(-c2ccccc2)cn[nH]1	1.1	2	1.1	-14	0	2	-12	0.5	1.2
8	C/C(CC1CC(COCCC(C)C)OC1=O)=N\NC(N)=S (stereo not drawn)	1.2	-6	1	-25	2	3	-1	0.54	1
9	O=C(Nc1ccc(C(F)(F)F)cc1)C1CC(=O)N(c2ccc3c(c2)OCCO3)C1 (stereo not drawn)	0.8	-2	1	19	8	0	1	-2.9	0.9
10	COc1cccc(C(=O)COc2cccc(NC(=O)c3cccc([N+](=O)[O-])c3)c2)c1	0.7	0	0.7	33	3	-5	25	-2.6	1
11	CC1CCN(c2ccc(C(=O)N3CCOCC3)cc2[N+](=O)[O-])CC1	1	-5	1	-3	5	-5	-3	0.15	1
12	O=C1C(C2=NC(C(=O)O)C3C(=O)N(c4ccccc4)C(=O)C23)=C(O)c2ccccc21 (stereo not drawn)	0.9	-5	0.9	15	-1	3	6	0	1.4
13	O=C(NCc1ccc2c(c1)OCO2)C1CCN(c2ccc(S(=O)(=O)N3CCCC3)cc2)CC1	0.4	-1	0.7	63*	3	-19	26	1.4	1.5
14	O=C(NC1CCCCC1)N1CCc2[nH]c3ccccc3c2C1	0.7	6	0.6	28	0	-14	44	-0.16	1.1
15	CCOc1ccc(Oc2nc(NCC(C)C)nc(OC)n2)nn1	1	3	1.2	0	.	-2	-19	.	1.1
16	CCOC(=O)c1c(NC(=O)CN2CCOCC2)sc2c1CC(C)(C)OC2	0.3	-5	0.5	74*	-4	4	50	-0.62	1.9
17	CCN(c1cccc(C)c1)S(=O)(=O)c1cnc[nH]1	0	-2	0	98*	8	-2	97*	0.49	1.1
18	CCCCOC(=O)c1cc(=O)[nH]c2ccccc12	0.9	19	0.7	7	-5	1	25	-2.5	0.9
19	Cc1ccnc(N(C(=O)c2cccs2)C(=O)c2cccs2)c1	0.9	0	0.9	8	-4	9	10	-0.12	0.8
20	O=C(Nc1ccc(Nc2ccccc2)cc1)N1CCOCC1	0.9	18	1.2	9	-7	-3	-22	-0.36	0.8
21	Cc1cc(O)c(NC(=O)c2ccc(Br)o2)cc1C	0.9	13	1	6	-4	2	-1	-1.3	1.4
22	CC(C)(Oc1ccc(-c2ccco2)cc1)C(=O)O	0.7	0	1.1	34	.	2	-11	.	1.1
23	COCCCn1c(-c2ccccc2)nc2ccccc2c1=O	0.9	2	0.9	14	5	5	13	0.18	0.8
24	CCOC(=O)c1c(C)nc(-c2ccccc2)nc1NC(=O)C(C)C	0.8	-11	0.6	23	4	0	37	-0.87	1.2
25	Cn1nc(-c2ccccc2)c(C(=O)Nc2ccc(Cl)cc2)c1Cl	0.9	10	0.4	6	-2	-3	63*	-0.22	0.9

Whole records, quoted from the list. Order of values: CYP2C9 act | PostGolgi yeast | CYP2C19 act | CYP2C9 inh | EphB4 ephrin blk | E coli WT exp | CYP2C19 inh | PTK2B oligo ant | PLAP activator
Entry for CCN(c1cccc(C)c1)S(=O)(=O)c1cnc[nH]1 → 0 | -2 | 0 | 98* | 8 | -2 | 97* | 0.49 | 1.1
Entry for CCOc1ccc(Oc2nc(NCC(C)C)nc(OC)n2)nn1 → 1 | 3 | 1.2 | 0 | . | -2 | -19 | . | 1.1

New compounds follow:
nr	compound	CYP2C9 act	PostGolgi yeast	CYP2C19 act	CYP2C9 inh	EphB4 ephrin blk	E coli WT exp	CYP2C19 inh	PTK2B oligo ant	PLAP activator
26	COc1ccc(S(=O)(=O)Nc2ccc(S(=O)(=O)N3CCCC3)cc2)cc1	0.1	5	0.5	89*	-2	0	54*	-1.6	1.2
27	O=C(NCC1CCCO1)c1ccc2c(c1)C(=O)N(C1CCCCC1)C2=O (stereo not drawn)	0.4	0	1	61*	-3	6	1	0.54	1.1
28	O=c1cc(CN2CCOCC2)c2c(ccc3ccccc32)o1	0.9	-3	0.9	10	-3	5	14	0.26	0.9
29	Cc1cc(N2CCN(c3ccccc3)CC2)n2c(n1)nc1ccccc12	0.3	13	0.5	67*	-8	10	50	-0.49	1.3
30	CCOC(=O)N1CCN(C(=O)c2ccc3nc4ccc(Cl)cc4c(=O)n3c2)CC1	0.9	9	0.8	8	-6	-3	16	2	1.3
31	COc1cc(C2C(C#N)=C(N)Oc3n[nH]c(C)c32)ccc1OC(=O)c1ccccc1 (stereo not drawn)	0.9	-2	1.1	9	1	-6	-7	0.27	1
32	COc1ccc(C)cc1NC(=O)CSc1nnnn1Cc1ccccc1	1	2	0.7	4	0	-2	29	-1.1	0.8
33	CCC(C)Sc1nc(C)nc2c1c(=O)n(C)c(=O)n2C (stereo not drawn)	0.9	8	0.7	8	0	-3	32	.	1.1
34	Cc1onc(-c2c(Cl)cccc2Cl)c1C(=O)N1C=CC(C(F)(F)F)=NCC1	0.7	-7	0.4	33	-2	0	59*	1.1	1.1
35	Cc1ccccc1CSc1nc2n(n1)C(c1cccs1)C1=C(CCCC1=O)N2 (stereo not drawn)	0.4	-15	0.8	58*	-3	-12	17	-2.6	1.1
36	COc1ccc(C2=NOC(C(=O)NC(C)C)C2)cc1 (stereo not drawn)	1.1	4	1	-9	-5	-3	-2	0.13	0.9
37	O=C(Cn1nnc2c(cnn2-c2ccc(F)cc2)c1=O)c1ccccc1F	1.3	2	1.2	-28	-5	-10	-22	0.9	0.9
38	COCCNC(=O)C(C)Oc1ccc(Cl)cc1Cl (stereo not drawn)	0.5	5	0.1	46	-2	-5	94*	0.83	1.1
39	O=C(c1ccccc1)N1CCN(C2CCCCCC2)CC1	1	-11	0.8	-3	-7	1	17	-0.26	1.4
40	CCCCN1C(=O)C2C(C(=O)Nc3cccc(OC)c3)C3C=CC2(O3)C1C(=O)NC1CCCCC1C (stereo not drawn)	.	3	.	.	-6	-2	.	-0.31	.
41	CCN(CC)S(=O)(=O)c1cc(C)c(C)cc1Br	.	-3	.	.	2	-5	.	0.49	.
42	Cc1cc(C)nc(N2CCCC(C(=O)Nc3cc(F)ccc3C)C2)n1 (stereo not drawn)	1.3	3	0.4	-26	9	0	65*	-1	0.9
43	CCN(CC)c1ncnc2c1[nH]c1ccccc12	1.2	2	1.1	-19	1	10	-10	0.67	0.7
44	O=C(OCc1c(Cl)nc2sccn12)c1cc2c(s1)CCCC2	1.2	4	1.1	-24	-1	-4	-11	1.3	1.1
45	C=CCn1c(SCc2cc(=O)n3ccsc3n2)nc2scc(C3CC3)c2c1=O	0.6	.	0.9	45	.	.	7	-0.83	1.3
46	Cc1ccc(CC2CC(=O)N(c3ccncc3)C2=O)cc1 (stereo not drawn)	0.4	6	0.1	57*	-4	-2	94*	1.5	1
47	O=C(NCc1ccccn1)c1ccc(NC(=O)c2ccco2)cc1	0.9	-7	0.9	12	5	4	6	0.66	1.1
48	CC1CCN(CC(=O)N2CCCc3c2c(=O)oc2ccc(OCc4ccccc4)cc32)CC1	0.1	4	0.5	90*	-1	0	53*	0.04	1.8
49	CCOC(=O)C1CCCN(S(=O)(=O)c2cc(OCC(=O)NC3CCCCC3)c(C)cc2Cl)C1 (stereo not drawn)	0.6	-2	0.5	44	3	0	50	-0.79	1
50	CCC(Sc1ccccn1)C(=O)Nc1nnc(C)s1 (stereo not drawn)	0.4	8	0.4	63*	-2	5	56*	0.9	1.1
51	O/N=C(/CCc1ccccc1)C1(O)CCCCC1	0.4	-2	0.2	59*	3	-2	81*	0.36	0.8
52	COC(=O)c1cc(C(=O)OC)n(Cc2ccc(Cl)cc2Cl)n1	1.1	-5	0.7	-6	5	2	26	-0.07	1.2
53	Cc1cccc2cc(CN(Cc3ccco3)C(=O)N3CCCC3)c(=O)[nH]c12	1	.	1	1	.	.	-2	.	0.9
54	CN(C(=O)c1ccccc1C(=O)c1ccccc1)C1CCS(=O)(=O)C1 (stereo not drawn)	1.2	3	1.1	-19	2	-3	-8	0.16	1
55	CCOc1ccccc1NC(=O)C1C2C=CC(C2)C1C(=O)O (stereo not drawn)	1.1	-5	0.9	-10	-1	5	10	1.9	1
56	CCCOc1ccc(NC(=O)C2CC(=O)N(C(C)C)C2)cc1 (stereo not drawn)	0.9	-1	1.1	9	8	2	-10	-0.05	1.3
57	CCCCCCC(=O)Nc1nc(C)c(-c2csc(Nc3cc(Cl)ccc3OC)n2)s1	0.9	-3	1.1	15	5	-10	-8	.	1
58	CCOc1ccccc1NC(=O)COn1nnc2ccccc21	2.2*	-2	0.1	-121	5	8	92*	0.29	0.8
59	Cc1cccn2c(=O)c(/C=N/O)c(N3CCCCC3)nc12	1	-6	1.2	-4	1	-3	-16	-1.3	1.1
60	CCOC(=O)C1=C(C)N[C@@]2(O)c3ccccc3C(=O)[C@@]12O	1.1	6	1	-14	-10	4	-5	-1	0.9
61	COc1ccc(OC)c(NC(=O)CCn2cccc2)c1	1	0	0.7	-3	2	2	31	0.22	0.9
62	O=C(CN1CCCCC1)Nc1cc(Cl)ccc1Cl	2.2*	20	0.4	-118	-7	4	63*	-0.33	1.1
63	CSc1nnc2n(C)c3c(c(=O)n12)C1(CCCC1)Cc1ccccc1-3	0.7	1	0.8	31	-4	-1	15	0.36	1
64	CCC(=O)Nc1ccc(C(=O)Nc2cccnc2)cc1	1	-1	1.1	2	-5	1	-10	-0.22	0.9
65	Cc1ccc(-n2c(N)c(C(N)=O)sc2=S)cc1	1.1	-4	1.1	-6	1	8	-6	1.2	1.1
66	CC(Sc1nc2ccc(Br)cc2[nH]1)C(=O)O (stereo not drawn)	0.9	-3	0.9	6	-8	-7	6	0.59	1.1
67	CCOC(=O)C1CCCN(C(=O)C2CCC(CNS(=O)(=O)c3ccc(NC(C)=O)cc3)CC2)C1 (stereo not drawn)	0.7	-3	1	29	5	0	3	0.79	1.2
68	O=C(NCc1ccco1)c1ccc2c(=O)n(CCC3=CCCCC3)c(=O)[nH]c2c1	0.6	-6	0.9	43	0	-3	13	0.68	1
69	O=C(O/N=C1\CCS(=O)(=O)c2sccc21)c1ccccc1	0.9	1	1.1	8	5	-3	-8	1.9	0.9
70	CCN1CCCC1CN(Cc1cc2cc(OC)ccc2[nH]c1=O)C(=O)NCc1ccccc1 (stereo not drawn)	0.7	1	0.9	28	5	-2	12	0.99	1.6
71	COc1ccc(-n2nnnc2SCC(=O)N2CCCC2)cc1OC	1.4	2	0.9	-45	-2	-4	13	0.74	0.8
72	Cc1cccc(N(NC(=O)C(C)(C)O)C(=O)c2ccccc2)c1	0.9	3	1	7	1	0	0	0.01	1.1
73	Cc1sc2nc(C(C)Nc3ccccc3N3CCOCC3)[nH]c(=O)c2c1C (stereo not drawn)	0.5	-16	0.7	54*	11	-4	35	-0.54	1.2
74	O=c1/c(=C/c2ccco2)sc2n1CN(c1cccc(Br)c1)CN=2	0.7	2	0.9	26	0	-13	8	0.82	0.7
75	O=C1C2C3C=CC(C2C(=O)N1CCCO)C1C2C(=O)N(CCCO)C(=O)C2C31 (stereo not drawn)	1.1	-10	1.1	-6	-5	-2	-12	1	1.1
76	O=C(CSCc1ccco1)c1ccc(Cl)s1	0.8	2	0.9	24	-1	9	12	.	1.1
